Source: PubChem (several laboratories)
PERK inh: block of dimerizer-induced PERK translation repression, primary screen, PERK inhibitor project, CHO PERK-DD cells, SEAP luminescence, HTS | Eukaryotic translation initiation factor 2-alpha kinase 3 (Homo sapiens), Q9NZJ5 | CHO PERK-DD fusion, SEAP luminescence translation reporter | inhibition, % at 5.6 µM | hit rate 0.17% among 220,000;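 active = inhibition above the mean inhibition of all tested compounds plus 3 SD, set separately per screening campaign, cut at about 2.9% in these data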;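 note: PERK kinase domain activated by AP20187 dimerizer at 100 nM; 0% = DMSO with dimerizer and 100% = rapamycin at 8.4 µM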
S1P4 agonist: S1P4 receptor agonists, primary screen, cell-based | hit rate 0.35% among 220,000 | AID 1509, 2009 | S1P4-expressing cell line, agonist reporter assay | activation, % at 4.98 µM; in the data active = activation above about 11%;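 note: 0% = DMSO vehicle and 100% = reference agonist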
Target sequence (O95977 whole entry, looked up): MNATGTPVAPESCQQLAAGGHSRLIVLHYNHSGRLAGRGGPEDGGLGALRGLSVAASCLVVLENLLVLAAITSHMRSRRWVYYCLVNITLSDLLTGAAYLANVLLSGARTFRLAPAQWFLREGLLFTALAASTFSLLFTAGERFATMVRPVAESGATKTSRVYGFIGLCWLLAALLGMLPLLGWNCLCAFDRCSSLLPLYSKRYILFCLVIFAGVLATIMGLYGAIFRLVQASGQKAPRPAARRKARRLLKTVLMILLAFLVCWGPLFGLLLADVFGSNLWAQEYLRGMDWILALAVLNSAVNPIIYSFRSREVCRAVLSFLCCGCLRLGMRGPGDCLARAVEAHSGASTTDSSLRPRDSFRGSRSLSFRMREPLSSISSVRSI
BaF3 parental: parental Ba/F3 cell viability inhibition, counter-screen for JAK2V617F inhibitor project, murine pro-B, CellTiter-Glo luminescence; CellTiter-Glo ATP luminescence; AID 1486, 2009; inhibition, % at 5.6 µM; hit rate 1.1% among 220,000;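 active = inhibition above a per-campaign cutoff, the mean inhibition of all tested compounds plus 3 SD, cut at about 27% in these data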;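 note: 0% = DMSO wells and 100% = JAK Inhibitor I control wells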
S1P4 antagonist: S1P4 receptor antagonists, primary screen, cell-based; Sphingosine 1-phosphate receptor 4 (Homo sapiens), O95977; S1P4-expressing cells, antagonist mode, reporter read-out; inhibition, % at 4.98 µM; hit rate 0.26% among 220,000; AID 1510, 2009; in the data active = inhibition above about 29%;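 note: 0% = wells stimulated with agonist and 100% = vehicle wells without agonist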
NPY2 pot ag: NPY-Y2 potentiators or agonists, primary screen, cell-based; Neuropeptide Y receptor type 2 (Homo sapiens), P49146; cells expressing NPY-Y2, potentiator/agonist read-out; activation, % at 3.6 µM; hit rate 0.45% among 220,000; AID 1359, 2008; in the data active = activation above about 27%;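 note: cells stimulated with NPY near EC25 plus isoproterenol at EC100; 0% = vehicle plus submaximal agonist and 100% = vehicle plus saturating agonist; some results beyond the cut were filed as inactive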
Target sequence (P49146 whole entry, looked up): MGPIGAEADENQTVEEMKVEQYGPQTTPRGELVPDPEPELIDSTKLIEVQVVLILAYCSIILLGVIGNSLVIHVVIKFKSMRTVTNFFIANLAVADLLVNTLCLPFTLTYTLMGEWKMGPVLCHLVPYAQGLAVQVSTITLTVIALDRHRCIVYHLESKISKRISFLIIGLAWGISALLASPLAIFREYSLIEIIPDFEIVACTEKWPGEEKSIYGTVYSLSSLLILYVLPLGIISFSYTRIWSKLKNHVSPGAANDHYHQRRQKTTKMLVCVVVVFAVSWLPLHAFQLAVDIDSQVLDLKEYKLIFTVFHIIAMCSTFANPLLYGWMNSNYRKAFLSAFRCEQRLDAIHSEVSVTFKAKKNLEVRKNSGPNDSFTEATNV
eIF4E-4G inh: eIF4E–eIF4G protein interaction inhibitors, primary screen, biochemical, uHTS, TR-FRET, eIF4GI fragment | TR-FRET eIF4E-eIF4GI(517-606) binding, 2 h | inhibition, % at 21.7 µM | hit rate 0.37% among 220,000 | AID 782, 2007;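 active = inhibition above about 30%, limit read from the data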;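 note: 0% = full FRET control wells and 100% = background wells lacking eIF4GI fragment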
Mdm2 ligase inh: MDM2-luciferase reporter signal enhancers, primary screen, MDM2 E3 ligase inhibitor project, cell-based, luminescence, 1536-well; E3 ubiquitin-protein ligase Mdm2 (Homo sapiens), Q00987; cell-based MDM2 ubiquitination luciferase reporter, 2 h; 0 = plate control, 100 = twice control, blank-subtracted; signal enhancement, % at 5 µM; hit rate 0.11% among 210,000; AID 1230, 2008;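 active = signal enhancement of 30% or more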;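 note: luminescence tracks abundance of the self-degrading MDM2-luciferase fusion protein; higher signal means inhibition of MDM2 E3 ligase activity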
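Assay system: stable mammalian line carrying autodegrading MDM2–luciferase fusion reporter; amount: 2000 cells seeded into each well; buffer or medium: DMEM; benchmarks: plate control and blank wells; signal: luciferase luminescence; timing: 2 h compound exposure at 37 °C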
Ba/F3 V617F tox: reduced viability of JAK2V617F-dependent Ba/F3 cells, primary screen, JAK2V617F inhibitor project, cell-based, Ba/F3 EpoR-JAK2V617F, luminescence; hit rate 1.1% among 220,000; inhibition, % at 5.6 µM; ATP luminescence;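 active = inhibition above the campaign mean plus 3 SD over all tested compounds, cut at about 24% in these data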;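 note: cytokine-independent growth of Ba/F3 cells driven by EpoR plus mutant JAK2; 0% = DMSO-treated cells and 100% = JAK inhibitor I control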
Wee1 degr inh: Wee1 degradation inhibitors, primary screen, cell-based, HeLa, Wee1K328M-luciferase, luminescence. AID 1321, 2008. Wee1-like protein kinase (Homo sapiens), P30291. HeLa Luc-Wee1K328M stability; 100% = proteasome inhibitor MG132 effect. hit rate 1.2% among 220,000. reporter increase, % at 5 µM;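 active = activation above the mean of all tested compounds plus 3 SD, set per screening run, cut at about 8.8% in these data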;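 note: cells exposed to compound for 20 h before luminescence read; 0% = DMSO alone and 100% = MG132 at 30 µM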
An asterisk follows results filed as active; x = no result given; & = joins results of further samples; [ ] = remark or other dose.

No.	mol	PERK inh	S1P4 agonist	BaF3 parental	S1P4 antagonist	NPY2 pot ag
1	CC1(C)NC(=O)N(CC(O)COc2ccc(-c3ccc(C#N)cc3)cc2)C1=O (centres undefined)	-0.5	-1.8	1	-4	1
2	CCC(C)NS(=O)(=O)c1ccc(NC(=O)C(Sc2ccccc2)c2ccccc2)cc1 (centres undefined)	0.0	3.1	8	17	11
3	O=C(O)CSc1nc2ccc(Cl)cc2[nH]1	1.2	1.0	10	-5	-15
4	O=C(CSc1ccc2nnc(-c3ccccn3)n2n1)Nc1ccc2c(c1)OCO2	1.2	-1.6	5	-6	11
5	Cc1ccc(-n2nc3ccc(NC(=O)c4ccco4)cc3n2)cc1	-1.2	2.1	2	2	2
6	Cc1nn(-c2ccccc2)nc1CNS(C)(=O)=O	0.6	1.5	0	-14	-14
7	O=C(NCC(=O)N(c1cccc(F)c1)C(C(=O)NCC1CCCO1)c1ccccc1)c1ccco1 (centres undefined)	0.5	0.3	8	-4	-1
8	O=C(O)c1cc(-c2ccccc2)c(N2CCOCC2)s1	0.9	-0.7	0	7	-4
9	Cc1ccc(NC(=S)N(CCN(C)C)C(C)c2ccco2)cc1Cl (centres undefined)	0.9	0.7	30*	-8	-3
10	CN(C)c1ccc(N2CC(C)(C)C2=O)cc1	1.5	1.9	1	-6	1
11	Cc1cc(C(=O)N2CCN(c3ncccc3C#N)CC2)no1	0.0	0.0	-1	2	4
12	CCCCc1ccc(NC(=O)C(=O)NCCN2CCN(Cc3ccc([N+](=O)[O-])cc3)CC2)cc1	-0.4	0.8	0	3	6
13	CCn1c(=O)n(CCOC)c(=O)c2c3c(sc21)CCCC3	-1.6	0.1	5	-27	-4
14	Cc1ccc(-c2nn(CC(=O)Nc3ccc4c(c3)nc3n4CCOC3)c(=O)c3ccccc23)cc1	0.4	1.1	2	-14	0
15	O=C(CSc1n[nH]c(-c2ccc(S(=O)(=O)NC3CCCCC3)cc2)n1)N1CCCC1	0.5	-5.3	5	-2	10

No.	eIF4E-4G inh	Mdm2 ligase inh	Ba/F3 V617F tox	Wee1 degr inh
1	-4	-9	1	1
2	-6	-6	-3	4
3	1	-12	4	1
4	0	-10	-3	0
5	-20	-16	3	5
6	-5	5	-3	-4
7	-6	6	2	-2
8	-3	6	2	-1
9	-3	x	27*	-1
10	19	-7	-3	3
11	3	-8	4	-1
12	4	-32	-1	4
13	4[fluorescence artefact?]	-13	3	-2
14	-4[fluorescence artefact?]	-6	0	-3
15	x	-20	1	7

Other structures.
No.	mol	PERK inh	S1P4 agonist	BaF3 parental	S1P4 antagonist	NPY2 pot ag
16	O=C(NCc1ccc2c(c1)OCO2)C1CC(c2ccc(Cl)cc2)=NO1 (centres undefined)	1.1	-1.4	8	-2	-27
17	COc1ccc(CNC(=O)CSc2ncnc3nc[nH]c23)cc1	1.2	-1.4	12	-7	0
18	O=C(NC(=S)N1CCN(c2ccc(C(F)(F)F)cc2[N+](=O)[O-])CC1)c1cccs1	-1.5	-0.5	5	-5	2
19	CCOc1ccc2c(c1)nc(SCC(=O)c1ccc(Br)s1)n2C	-1.5	1.9	-2	-4	-5
20	CCS(=O)(=O)c1ccc(O)c(NC(=O)NC2CCCCC2)c1	1.9	-0.3	-4	-12	-17
21	CCN(CC)P(=O)(Nc1ccccc1Br)c1ccc(N(C)C)cc1NC(=O)c1ccco1 (centres undefined)	0.9	-1.5	-1	-14	13
22	Cn1cnnc1Sc1ccc(C(=O)NCCC(c2ccccc2)c2ccccc2)cc1[N+](=O)[O-]	1.0	0.7	5	18	0
23	CN(CCCn1c(=S)[nH]c2ncccc2c1=O)Cc1ccccc1	0.1	0.7	4	-9	2
24	CCOc1ccc(S(=O)(=O)N(C)C)cc1-c1nc2c(C(C)(C)C)nn(C)c2c(=O)[nH]1	-2.0	-0.5	3	-4	-3
25	CCCOCC(O)CC(CC)C(=O)NNC(=S)Nc1ccccc1 (centres undefined)	1.7	1.9	4	-17	7
26	O=C(Nc1ccccc1-c1nnn(CC(=O)N2CCCc3ccccc32)n1)c1ccco1	-1.2	0.5	5	-20	-13
27	CN1CCN(C(=O)/C(=C\c2ccccc2)c2ccccc2)CC1	0.2	0.8	2	-13	-2
28	CC1(C)S/C(=N/N=C/c2ccco2)NC1=O	1.1	0.5	6	6	2
29	Cc1ccc(-n2nnnc2-c2ccccc2)cc1	0.8	0.3	1	-7	0
30	CSc1oc(-c2ccccc2)nc1S(=O)(=O)c1ccc(C)cc1	0.4	1.4	3	1	7

No.	eIF4E-4G inh	Mdm2 ligase inh	Ba/F3 V617F tox	Wee1 degr inh
16	-1	-1	-1	8.8*
17	0	-4	6	0
18	-1	-12	-1	-2
19	-20	-15	0	-2
20	-1	x	-7	-1
21	-4	-12	-4	2
22	2[fluorescence artefact?]	-5	-3	0
23	2[fluorescence artefact?]	-4	-1	-3
24	4	-7	-3	-1
25	-3	-7	-2	4
26	-14	1	-1	-2
27	-6	-53	-5	-2
28	-1	-20	-1	0
29	-2	-11	2	-2
30	0	-4	2	-1

(continued)
No.	mol	PERK inh	S1P4 agonist	BaF3 parental	S1P4 antagonist	NPY2 pot ag
31	C=CCn1c(SCC(=O)Nc2sccc2C(N)=O)nc2sc(C)c(C)c2c1=O	-1.6	0.0	0	-2	4
32	Cc1cc(/C=C2\NC(=O)NC2=O)c(C)n1-c1cccnc1	0.6	-0.3	-4	-6	-2
33	CCc1sc(/C=C(/C#N)C(N)=S)cc1[N+](=O)[O-]	0.1	1.8	-1	4	11
34	COCCNC(=O)C(c1ccc(C)o1)N(CC1CCCO1)C(=O)Cn1nnc2ccccc21 (centres undefined)	0.7	-0.7	6	-11	-19
35	Cc1oc(-c2ccccc2F)nc1CS(=O)(=O)CC(=O)N1CCOCC1	-0.3	-0.3	1	-3	1
36	Cc1ccc(N2C(=O)CCC2(C(N)=O)c2ccccc2)cc1 (centres undefined)	0.6	0.9	2	-1	3
37	Cn1cnnc1SCC(=O)NN1C(=O)NC(C)(c2ccccc2)C1=O (centres undefined)	0.7	0.4	2	-2	0
38	CCCn1nnc(NC(=O)c2ccccc2Br)n1	0.1	-2.4	5	4	-6
39	c1ccc(Cn2nnnc2C(c2cccs2)N2CCc3ccccc3C2)cc1 (centres undefined)	0.0	-1.7	-1	-10	-12
40	OC(COc1ccccc1)CN1CCN(Cc2ccc3c(c2)OCO3)CC1 (centres undefined)	0.0	0.6	6	-14	0
41	CCOC(=O)c1ccc(NC(=O)CSc2nnc(C3CCCCC3)n2C)cc1	-0.4	-0.7	0	-12	4
42	Cc1cc(-c2n[nH]c(=S)n2/N=C/C=C/c2ccco2)n[nH]1	1.1	1.2	-2	16	5
43	COc1ccc(CCN=CC2=C(O)CC(C)(C)CC2=O)cc1	-0.1	-0.8	-3	4	9
44	COc1cc(C(=O)Nc2ccc(S(=O)(=O)Nc3nccc(C)n3)cc2)cc(OC)c1OC	0.0	-0.9	-1	-7	5
45	Oc1c(C=C2N=c3ccccc3=N2)sc(=S)n1-c1ccc(F)cc1	0.7&0.3	-0.7&0.0	13&14	-16&-1	10&4

No.	eIF4E-4G inh	Mdm2 ligase inh	Ba/F3 V617F tox	Wee1 degr inh
31	-12	-22	-1	0
32	-2	3	-5	5
33	0	-5	-3	-2
34	3	-3	4	1
35	-4	-6	-2	1
36	-1	-2	3	0
37	0	-3	-1	1
38	7[fluorescence artefact?]	-5	5	4
39	6	-10	-4	-3
40	1	-3	2	0
41	-5	1	-1	0
42	2	-3	-4	-3
43	-1	-3	-2	-2
44	-3	-3	-3	-2
45	21&-9	6&-12	-1&7	0&0

(list continues)
No.	mol	PERK inh	S1P4 agonist	BaF3 parental	S1P4 antagonist	NPY2 pot ag
46	COc1ccc(CCn2c(=S)[nH]c3cc(C(=O)NCc4ccco4)ccc3c2=O)cc1OC	0.5	1.2	4	-1	-19
47	CC(C)N(C(=O)c1sc2cc([N+](=O)[O-])ccc2c1Cl)C(C)C	-1.7	-0.9	0	2	23
48	Cc1noc(C)c1C(=O)N1CCN(c2cccc(Cl)c2)CC1	0.3	3.8	3	-6	17
49	OC(c1ccccc1)c1nc2ccccc2s1 (centres undefined)	2.4	4.3	3	12	3
50	Cc1ccc(-c2nc3ccccc3[nH]2)cc1NC(=O)c1sc2cc(Cl)ccc2c1Cl	0.1	-1.0	11	-13	-14
51	CCc1cc2c(nc1CC)CCN(CC/C(C)=N/O[C@@H](C)c1cc(-c3c(C)cc(C)cc3C)no1)C2	-0.4	1.0	-2	2	7
52	O=S(=O)(c1ccccc1S(=O)(=O)N1CCCCC1)N1CCCCC1	-0.3	1.1	2	-7	18
53	CCOC(=O)N1CCC(Nc2c(NCCCOC)c(=O)c2=O)CC1	-0.8	1.9	2	-5	6
54	CC(CC(=O)Nc1cccc(Cl)c1)c1ccccc1 (centres undefined)	0.2	0.5	3	-19	1

No.	eIF4E-4G inh	Mdm2 ligase inh	Ba/F3 V617F tox	Wee1 degr inh
46	12	0	-3	-2
47	9	-13	-4	-1
48	-3	6	0	-3
49	4	-1	-1	0
50	-4	-15	3	0
51	6	x	-3	0
52	0	4	0	9.1*
53	0	-9	2	1
54	-2	-8	0	-1

Entries of single compounds from above. Order of values: PERK inh | S1P4 agonist | BaF3 parental | S1P4 antagonist | NPY2 pot ag | eIF4E-4G inh | Mdm2 ligase inh | Ba/F3 V617F tox | Wee1 degr inh
`COc1ccc(CCn2c(=S)[nH]c3cc(C(=O)NCc4ccco4)ccc3c2=O)cc1OC` across the screens: 0.5 | 1.2 | 4 | -1 | -19 | 12 | 0 | -3 | -2
`Cc1ccc(-c2nc3ccccc3[nH]2)cc1NC(=O)c1sc2cc(Cl)ccc2c1Cl` across the screens: 0.1 | -1.0 | 11 | -13 | -14 | -4 | -15 | 3 | 0
`CCOC(=O)N1CCC(Nc2c(NCCCOC)c(=O)c2=O)CC1` across the screens: -0.8 | 1.9 | 2 | -5 | 6 | 0 | -9 | 2 | 1
`OC(c1ccccc1)c1nc2ccccc2s1` (centres undefined) across the screens: 2.4 | 4.3 | 3 | 12 | 3 | 4 | -1 | -1 | 0
`CC(C)N(C(=O)c1sc2cc([N+](=O)[O-])ccc2c1Cl)C(C)C` across the screens: -1.7 | -0.9 | 0 | 2 | 23 | 9 | -13 | -4 | -1
